Screening data deposited in PubChem by National Center for Advancing Translational Sciences (NCATS).
Gal4-VP16 FLuc: inhibits Gal4-VP16 luciferase reporter, ROR gamma counter-screen; Drosophila S2 Gal4-VP16 UAS-luciferase, luminescence, 20 h; Potency, µM (series often up to 53.6 µM), for inactives: at the highest dose activity, negative = inhibition, most hits filed as inhibitors; 3.5% of 310,000 active; AID 2546;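 note: Gal4-VP16 expression switched on by copper sulfate through the metallothionein promoter; % is set by controls: 0 for no effect and ±100 for the full control effect; nearly all actives have a fitted effect of over 50% in size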
RORg inh: inhibitors of mouse ROR gamma transcriptional activity. P51450. 5.4% of 310,000 active. Potency, µM (top dose mostly 53.6 µM), inactives show at the top dose activity change, negative = inhibition, hits mostly inhibitors. Drosophila S2 Gal4-RORgamma UAS-luciferase reporter, 20 h. AID 2551; note: % is set by controls: 0 for no effect and ±100 for the full control effect; nearly all actives have a fitted effect of over 60% in size
Target sequence (P51450 whole entry, looked up, the tested form may be a part): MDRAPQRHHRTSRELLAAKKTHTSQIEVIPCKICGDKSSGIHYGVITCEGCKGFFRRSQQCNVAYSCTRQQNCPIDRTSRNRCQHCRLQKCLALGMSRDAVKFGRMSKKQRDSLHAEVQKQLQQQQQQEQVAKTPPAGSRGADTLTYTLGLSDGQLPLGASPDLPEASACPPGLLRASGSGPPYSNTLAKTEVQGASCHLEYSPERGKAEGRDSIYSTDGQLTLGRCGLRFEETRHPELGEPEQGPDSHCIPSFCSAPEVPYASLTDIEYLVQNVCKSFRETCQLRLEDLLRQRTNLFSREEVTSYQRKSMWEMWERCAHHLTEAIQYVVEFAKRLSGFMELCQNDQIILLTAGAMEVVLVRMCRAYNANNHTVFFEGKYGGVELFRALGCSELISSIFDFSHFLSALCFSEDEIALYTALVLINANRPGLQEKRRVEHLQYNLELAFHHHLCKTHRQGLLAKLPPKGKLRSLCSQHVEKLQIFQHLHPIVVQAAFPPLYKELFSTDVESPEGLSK
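Using a luciferase readout, inhibitors were identified by reduced reporter activity in Drosophila cells coexpressing a copper-inducible Gal4–ROR gamma fusion and UAS-driven Photinus luciferase, incubated 20 hr after 700 uM copper sulfate.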
NPC1 prom act: activators of NPC1 promoter. Huh7 NPC1 promoter luciferase reporter, 24 h. Potency, µM (highest dose often 9.22 µM), for inactives: at the top dose activation, usual class: activators. 2.4% of 320,000 active;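 note: % of control where 0% means no effect; nearly all actives have a fitted effect of over 60% in size; reporter is driven by a mutant NPC1 promoter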
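NPC1 promoter–luciferase Huh7 cells; 24 h compound; luminescence.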
p53 reactivator: restores transcriptional activity of mutant p53 | H1299 p53-A138V BP100-luciferase reporter, luminescence, 24 h | Potency, µM (doses to about 92.2 µM), for the others: top-dose activity change, positive = activation, most hits filed as activators | 0.063% of 320,000 active; note: % of control where 0% means no effect; nearly all actives have a fitted effect of over 45% in size
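p53-null H1299 cells stably carrying temperature-sensitive p53-A138V and a BP100-luciferase reporter were pinned with compounds (4-point, 1:5 series) and held 24 hrs at 37 deg C. Luminescence was read 10 min after detection reagent.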
FLuc counter: firefly luciferase modulation, counter-screen for miR-21 project; 6.9% of 360,000 active; AID 588342; P08659; Potency, µM (doses to about 57.5 µM), for inactives: at the highest dose activity change, negative = inhibition, usual class: inhibitors; purified FLuc, Km substrates, luminescence inhibition;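 note: plate controls were vehicle for no effect and reference inhibitor for full effect; nearly all actives have a fitted effect of over 55% in size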
Target sequence (P08659 whole entry, looked up): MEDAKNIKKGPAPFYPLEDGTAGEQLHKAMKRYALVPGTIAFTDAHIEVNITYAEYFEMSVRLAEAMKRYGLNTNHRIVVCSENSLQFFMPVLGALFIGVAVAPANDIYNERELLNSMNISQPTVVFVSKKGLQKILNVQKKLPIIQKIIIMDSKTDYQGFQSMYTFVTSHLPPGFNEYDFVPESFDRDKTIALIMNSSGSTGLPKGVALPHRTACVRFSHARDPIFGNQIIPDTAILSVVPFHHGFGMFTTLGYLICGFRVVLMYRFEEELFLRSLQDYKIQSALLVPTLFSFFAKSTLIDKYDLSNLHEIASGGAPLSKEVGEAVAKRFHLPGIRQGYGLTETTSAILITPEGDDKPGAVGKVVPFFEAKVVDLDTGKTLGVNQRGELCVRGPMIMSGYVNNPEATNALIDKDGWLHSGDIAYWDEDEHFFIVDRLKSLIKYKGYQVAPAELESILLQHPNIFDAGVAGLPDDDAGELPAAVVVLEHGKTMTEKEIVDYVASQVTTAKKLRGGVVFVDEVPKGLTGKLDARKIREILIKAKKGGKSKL
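Purified P. pyralis luciferase (10nM final) with 10uM D-luciferin and 10uM ATP (Km levels) in 50mM Tris acetate pH 7.5, 10mM Mg acetate, 0.01% Tween-20, 0.05% BSA; qHTS 6-point titration, ~60 µM downward; luminescence read.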
ELG1 genotoxic: genotoxicity induction in ELG1-luciferase HEK293T cells | AID 504466 | HEK293T ELG1-luciferase reporter, luminescence, 16 h | Potency, µM (top dose mostly 46 µM), for the others: at the highest dose activity change, positive = activation, actives largely listed as activators | 1.3% of 330,000 active; note: % of control where 0% means no effect; nearly all actives have a fitted effect of over 60% in size
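HEK293T cells expressing luciferase-tagged ELG1 were exposed to compound or DMSO vehicle for 16 hr at 37 °C and 5% CO2. Luciferase activity was then measured with ONE-Glo after 30 min at room temperature.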
MBNL1 CUG block: inhibitors of human MBNL1 binding to CUG repeat RNA | Q9NR56 | TR-FRET MBNL1-His/biotin-(CUG)12 binding, 665/545 ratio | Potency, µM (titrated, usually from 57.5 µM), inactives show at the top dose activity change, negative = inhibition, actives largely listed as inhibitors | 0.036% of 280,000 active; active = well fitted inhibition curve with a large enough effect in the signal ratio, with a control signal flat, not every such curve was filed as active; inconclusive = small, poorly fitted or top-dose-only effect, or effect the other way, or a change in a side signal; inactive = no such curve, though single readings can be large or run the other way; the % refers to the signal ratio; note: % is set by controls: 0 for no effect and ±100 for the full control effect
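MBNL1-His + Biotin-(CUG)12, cpd titration 92 nM–58 uM; Tb anti-His Ab 0.055 ng/ul, SA-XL665 5 nM (final); 60 min RT; ratiometric 665/545 nm, Ex 340 nm; normalized to buffer and full-complex controls.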
Rab9 promoter act: activators of Rab9 promoter; AID 485297; 2.8% of 320,000 active; Potency, µM (doses to about 9.22 µM), for the others: top-dose activation, negative = inhibition, usual class: activators; Huh7 Rab9 promoter-luciferase reporter, luminescence, 24 h; note: % of control where 0% means no effect; nearly all actives have a fitted effect of over 60% in size
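Cell-based reporter: Huh7 stable for Rab9 promoter-driven luciferase, plated in reduced-serum medium with 10% FBS at 1500 cells/well, compound-treated 24 h at 37 °C, luminescence read after 10 min reagent.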
uPA generation: inhibitors of cell surface uPA generation | cell surface uPA generation assay, qHTS | AID 540303 | 0.31% of 330,000 active | Potency, µM (top dose mostly 38.3 µM), inactives show at the highest dose activity change, negative = inhibition, hits mostly inhibitors; active = well fitted inhibition curve with a large enough effect; inconclusive = small, poorly fitted or top-dose-only effect; inactive = no such curve, though single readings can be large or run the other way; tested in mouse RAW 264.7 cells; note: % is set by controls: 0 for no effect and ±100 for the full control effect; nearly all actives have a fitted effect of over 55% in size
BRCA1 expr up: BRCA1 expression activation; Potency, µM (highest dose often 46.1 µM), for the others: at the highest dose activation, actives largely listed as activators; AID 624202; 1.1% of 380,000 active; MCF7-BRCA1-FFLuc reporter, luminescence, 48 h; response scale: scaled: vehicle 0%, 10 µM genistein 100%; note: nearly all actives have a fitted effect of over 80% in size; some results filed as inactive show a strong effect at the top dose
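Using MCF7 cells harboring a BRCA1 firefly luciferase reporter, plated 2 h before compound pinning, the screen measured luminescence after 48 h incubation. Responses were normalized to DMSO and 10 microM genistein, then fitted for concentration-effect.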
* = called active by the depositor; u = inconclusive; x = no result given; [ ] = remark or other dose. Unless noted, calls come from the whole dose curve; as a rule, active = well fitted curve in the direction sought with a large enough effect; inconclusive = small, poorly fitted or top-dose-only effect, or another doubt; inactive = no such curve, though single readings can be large; an effect the other way counts as inactive or inconclusive. Potency is the fitted concentration of half-maximal effect.

smiles | Gal4-VP16 FLuc | RORg inh | NPC1 prom act | p53 reactivator | FLuc counter | ELG1 genotoxic | MBNL1 CUG block | Rab9 promoter act | uPA generation | BRCA1 expr up
CCCC1c2ccc(C)n2CCN1C(=O)Nc1ccccc1Cl (stereo not drawn) | -3% | -40% | 20% | u | 12µM* | 14% | u | 26% | -1% | u
COc1ccc(Cl)cc1NC(=O)C/C(C)=N/NC(=O)Cc1ccccc1 | -9% | u | 0% | -4% | 3% | 0% | 9% | -3% | 4% | -2%
COc1ccc(CN(C)CC(=O)Nc2sc3c(c2C#N)CCC3)cc1OC | -19% | u | -10% | -8% | 5% | -3% | -1% | -4% | u | -19%
Cc1nc2nc(-c3cccnc3)nn2c(C)c1Cl | -5%[0.365 µM] | -20% | 15% | u | -10% | u | 2% | 5% | 1% | -7%
NC(=O)C1CCN(c2ncnc3c(-c4ccccc4)nsc23)CC1 | u | u | 3.5µM* | u | 11µM* | 13% | 0% | 3.5µM* | 3% | -47%
CCOc1ccccc1CN1CCNC(=O)C1CC(=O)NCCCn1cccn1 (stereo not drawn) | -7% | -12% | -6% | 3% | -1% | 3% | -1% | 2% | -17% | 10%
COc1ccc(NC(=O)CN(c2ccccc2)S(=O)(=O)c2ccccc2)c(OC)c1 | -15% | 27% | 1% | -3% | 3% | -10% | -4% | 0% | 4% | -17%
O=C(CSC(=S)N1CCOCC1)c1cc2ccccc2oc1=O | -8% | u | 6% | 13% | -24% | 4% | u | 0% | u | 4%
O=C(Nc1ccccc1C(=O)N1CCCCCC1)c1cccc([N+](=O)[O-])c1 | -8% | 16% | -1% | 19% | -5% | -3% | u | 4% | 4% | -17%
N#CCSc1nc2ccccc2c2nc3ccccc3n12 | 3% | -5% | -2% | 30% | -8% | -15% | 2% | 0% | -11% | -35%
CCN(CC)S(=O)(=O)c1ccc(OCC(=O)NC(=O)Cc2ccccc2)c([N+](=O)[O-])c1 | x | x | -1% | 2% | -2% | 0% | x | -5% | -2% | -14%
C/C(CC1CC(C)(C)OC1=O)=N/Nc1nc(-c2ccccc2)cs1 (stereo not drawn) | -19% | u | 8% | 26% | u | 9% | -3% | 15% | -3% | 45%

Other results
smiles | Gal4-VP16 FLuc | RORg inh | NPC1 prom act | p53 reactivator | FLuc counter | ELG1 genotoxic | MBNL1 CUG block | Rab9 promoter act | uPA generation | BRCA1 expr up
Cc1csc(C(C#N)C(=O)c2ccc(S(=O)(=O)N3CCCC3)cc2)n1 (stereo not drawn) | -9% | -12% | 3% | 5% | -16% | 1% | 1% | -4% | 0% | 2%
Cc1ccc(C#N)c(SCc2cc3c(cc2Cl)OCO3)n1 | 14% | -11% | 0% | 1% | -14% | -4% | 6% | -2% | x | -49%
CC(C)NS(=O)(=O)c1ccc(OCC(=O)NC(C)c2ccccc2)cc1 (stereo not drawn) | -5% | -4% | -2% | -1% | -1% | 1% | -5% | -5% | -6% | 3%
O=S(=O)(NCCN1CCOCC1)c1cccs1 | -3% | 4% | -4% | 4% | -2% | 1% | 0% | -2% | -1% | -3%
Fc1ccc(Cc2nnc(-c3cccs3)o2)cc1 | 7% | u | 21% | u | u | 15% | 4% | u | -2% | 10µM*
O=C1CC(N2CCN(c3ccccc3)CC2)C(=O)N1Cc1ccc(Cl)cc1 (stereo not drawn) | 9% | u | 0% | 0% | -6% | -6% | -3% | -2% | 0% | -2%
CCOc1ccc(NC(=O)c2ccc(CN3CCc4ccccc4C3)cc2)cc1 | -1% | -1% | -35%[inhibitor] | 10% | -4% | -1% | -3% | -36%[inhibitor] | 4% | -22%
O=C(Cn1c2c(c(=O)n3ncnc13)CCC2)N/N=C/c1cccs1 | 4% | 3% | -2% | -2% | 0% | 3% | 13% | -3% | 10% | 2%
Cc1ccccc1OCCOCCN1CCCCCC1 | 0% | -10% | -4% | -1% | 1% | -6% | 2% | -5% | 0% | -3%
Cc1cc(C)n(-c2ccc(C(=O)Nc3sccc3C(N)=O)cc2)n1 | 12% | u | u | u | 6.7µM* | u | 24% | u | 3% | 1µM*
COc1cc(C)c(NC(=S)Nc2ccc(C)c(Cl)c2)cc1OC | u | 11µM* | -2% | 2% | 5% | -1% | 3% | 0% | 3% | -3%
Cn1c(=NCC(O)COc2ccccc2)sc2ccccc21 (stereo not drawn) | 6% | -1%[10 µM] | 2% | -2% | u | 7% | -6% | 0% | 3% | 48%

Other records follow.
smiles | Gal4-VP16 FLuc | RORg inh | NPC1 prom act | p53 reactivator | FLuc counter | ELG1 genotoxic | MBNL1 CUG block | Rab9 promoter act | uPA generation | BRCA1 expr up
O=C(NCc1ccc(F)cc1)c1cc2c(s1)CCCC2 | 14% | 35% | 8% | 22% | u | 16% | 6% | 13% | 2% | 33%
O=C1CC(N2CCN(S(=O)(=O)c3ccccc3F)CC2)C(=O)N1c1ccc(F)cc1F (stereo not drawn) | x | x | x | -8% | x | 5% | x | x | 5% | -11%
O=C(Cc1nn[nH]n1)NCc1ccccc1Cl | -21% | u | 0% | -5% | 1% | -2% | -1% | 9% | -4% | -12%
COc1ccc(NC(=S)NNC(=O)c2cccnc2)cc1OC | u | -31% | 5% | 2% | -16% | 0% | -4% | -4% | 1% | -6%
CC(=O)N/C(=C/c1ccccc1)C(=O)NC(Cc1ccccc1)C(=O)O (stereo not drawn) | -8% | -16% | 2% | -7% | 5% | -1% | 7% | -5% | -2% | 0%
CC1CCN(C(=S)c2ccc(-c3ccc(Cl)cc3Cl)o2)CC1 | -25% | 16µM* | 17% | u | 12µM* | 18% | 3% | 27% | -1% | 72%
COC(=O)c1c(NC(=O)COC(=O)CC(NC(C)=O)c2ccccc2)sc(C)c1C (stereo not drawn) | x | x | 3% | 3% | -1% | 3% | x | -1% | 0% | -2%
CC(C)c1ccc(NC(=O)c2cc3c(=O)n(C)c4ccccc4c3n2C)cc1 | -5% | -1% | -3% | 13% | 1% | -11% | 10% | -1% | -3% | -24%
CNC(=S)N1CCN(C(=O)C2CCCO2)CC1 (stereo not drawn) | 1% | 2% | -2% | -1% | 1% | 0% | 0% | 1% | 9% | -10%
O=C(Nc1nnc(-c2ccccc2Cl)o1)c1cccnc1 | 1.3µM* | 0.89µM* | u | 17% | 19µM* | u | 7% | u | x | 28%
Cc1ccc2cc(COC(=O)c3ccncc3)c(=O)[nH]c2c1 | -11% | 3% | -8% | 0% | -2% | 4% | -6% | 17% | 2% | -5%
Cc1ccc(O)c(C(CC(=O)NC(C)C)c2ccccc2)c1 (stereo not drawn) | 23% | 4% | -8% | 0% | 0% | -5% | -2% | 2% | -15% | -3%

Additional records follow.
smiles | Gal4-VP16 FLuc | RORg inh | NPC1 prom act | p53 reactivator | FLuc counter | ELG1 genotoxic | MBNL1 CUG block | Rab9 promoter act | uPA generation | BRCA1 expr up
Cc1cc(C)n2c(SCCO)nnc2n1 | -8% | 4% | -3% | 3% | 1% | 0% | 3% | -3% | 0% | 12%
CCOC(=O)c1sc(C)c2c(=O)n(CC(=O)c3ccc(Br)cc3)nnc12 | -18% | 19% | 1% | 7% | -1% | 1% | 21% | -1% | -1% | -18%
O=C1CN(C(=O)/C=C/c2ccc(Cl)cc2Cl)CCN1 | 4% | 35% | 29% | 1% | u | 24% | u | u | 6% | 69%
O=C(COC(=O)c1cncc(Br)c1)NCc1ccc2c(c1)OCO2 | 2% | 5% | -1% | -3% | 6% | -5% | 0% | -8% | 3% | 0%
CCOc1ccc(OCC)c(NC(=O)CN2CCN(c3cc(C)ccc3C)CC2)c1 | -5% | u | 1% | 14% | 5% | -8% | 6% | 1% | 16% | -2%
CCN1CCCC1CNC(=O)c1ccc2c(c1)NC(=O)/C(=C\c1ccc(OC)c(OC)c1)S2 (stereo not drawn) | u | u | -2% | 12% | -10% | u | u | -6% | -6% | -16%

Of the compounds above, these contain an aryl methoxy group:
smiles | Gal4-VP16 FLuc | RORg inh | NPC1 prom act | p53 reactivator | FLuc counter | ELG1 genotoxic | MBNL1 CUG block | Rab9 promoter act | uPA generation | BRCA1 expr up
COc1ccc(Cl)cc1NC(=O)C/C(C)=N/NC(=O)Cc1ccccc1 | -9% | u | 0% | -4% | 3% | 0% | 9% | -3% | 4% | -2%
COc1ccc(CN(C)CC(=O)Nc2sc3c(c2C#N)CCC3)cc1OC | -19% | u | -10% | -8% | 5% | -3% | -1% | -4% | u | -19%
COc1ccc(NC(=O)CN(c2ccccc2)S(=O)(=O)c2ccccc2)c(OC)c1 | -15% | 27% | 1% | -3% | 3% | -10% | -4% | 0% | 4% | -17%
COc1cc(C)c(NC(=S)Nc2ccc(C)c(Cl)c2)cc1OC | u | 11µM* | -2% | 2% | 5% | -1% | 3% | 0% | 3% | -3%
COc1ccc(NC(=S)NNC(=O)c2cccnc2)cc1OC | u | -31% | 5% | 2% | -16% | 0% | -4% | -4% | 1% | -6%
CCN1CCCC1CNC(=O)c1ccc2c(c1)NC(=O)/C(=C\c1ccc(OC)c(OC)c1)S2 (stereo not drawn) | u | u | -2% | 12% | -10% | u | u | -6% | -6% | -16%
